Screens as filed in PubChem BioAssay.
Rin1-Abl PPI inh: human Rin1-Abl interaction inhibition. P00519+Q13671. TR-FRET Rin1/Abl binding, biochemical. inhibition, % at 7.35 µM. 360,000 tested, 0.4% active. AID 588664; in the data active means inhibition above about 5%, passing the limit was not always enough
CSN deneddyl inh: blocks human CSN-mediated cullin deneddylation; inhibition, % at 12.5 µM; Q92905; Purified CSN, SCF-Nedd8-OG deneddylation, fluorescence polarization; 360,000 tested, 0.38% active;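 active means pattern-corrected inhibition above about 35%, with an unprinted fluorescence ratio check between 0.5 and 1.5, limit read from the data, passing the limit was not always enough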;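 further: 0% = enzyme with substrate and 100% = substrate without enzyme; some results filed as inactive read as strong as hits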
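assay system = purified human Csn5 enzyme expressed in HEK293T cells | amount = 0.24 nM enzyme | buffer or medium = Tris/NaCl/DTT buffer, pH 7.5 | reagent = 10 nM SCFSkp2-Nedd8OG | compound = one concentration, 12.5 µM, 0.25% DMSO | times = 90 min reaction at room temperature | signal = FP | read-out basis = % inhibition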
MsrA inh: inhibitors of bovine MsrA | purified bovine MsrA, absorbance read-out | inhibition, % at 15.5 µM | 360,000 tested, 0.75% active; in the data active means inhibition above about 4.5%;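 further: 0% = vehicle wells with enzyme and 100% = reference inhibitor wells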
E coli Lon inh: inhibitors of E. coli Lon protease; 360,000 tested, 0.42% active; AID 602123; purified E. coli Lon protease, fluorescence polarization; inhibition, % at 7.94 µM; P0A9M0; in the data active means inhibition above about 13%, passing the limit was not always enough;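 further: 0% = enzyme with probe and DMSO and 100% = no enzyme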
MsrA act: activators of bovine methionine sulfoxide reductase A; purified bovine MsrA, absorbance read-out; activation, % at 10.6 µM; 360,000 tested, 0.3% active; AID 602163; in the data active means activation above about 7.5%;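 further: 0% = vehicle and 100% = reference activator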
Rpn11 block: Rpn11 (human) deubiquitinase inhibition; human 26S proteasome, Ub4-pepOG fluorescence polarization; 20S core pre-blocked with epoxomicin; O00487; calls only at 20 µM; 360,000 tested, 0.59% active;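 active means inhibition at 20 µM, scaled to each plate's controls, above about 33%, limit read from the data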
Target sequence (O00487 whole entry, looked up): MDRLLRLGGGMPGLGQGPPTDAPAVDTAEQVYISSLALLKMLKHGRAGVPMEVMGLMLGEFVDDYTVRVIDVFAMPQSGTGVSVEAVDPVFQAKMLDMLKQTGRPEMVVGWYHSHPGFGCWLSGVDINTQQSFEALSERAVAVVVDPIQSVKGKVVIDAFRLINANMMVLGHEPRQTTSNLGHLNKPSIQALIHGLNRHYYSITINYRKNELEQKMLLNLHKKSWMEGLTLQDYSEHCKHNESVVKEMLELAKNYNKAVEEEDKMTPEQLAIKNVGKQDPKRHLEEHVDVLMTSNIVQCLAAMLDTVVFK
FAS-TE inh: inhibitors of human fatty acid synthase thioesterase domain. P49327. inhibition, % at 15 µM. recombinant FAS-TE, OMFH fluorogenic substrate, fluorescence endpoint. 360,000 tested, 0.67% active;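 active means compounds whose normalised, plate-corrected inhibition of enzyme fluorescence in the single-dose primary screen is 50% or more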;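 further: 0% = DMSO with enzyme and 100% = substrate without enzyme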
PABP1 MLLE inh: blocks PAM2 peptide binding to the PABP1 MLLE domain. P11940. inhibition, % at 20 µM. 360,000 tested, 0.36% active. GST-MLLE / FITC-PAM2 fluorescence polarization; in the data active means inhibition above about 35%, passing the limit was not always enough;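 further: plate controls were DMSO wells with GST-MLLE for no effect and wells lacking GST-MLLE protein for full effect; some results filed as inactive read as strong as hits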
Target sequence (P11940 whole entry, looked up, the tested form may be a part): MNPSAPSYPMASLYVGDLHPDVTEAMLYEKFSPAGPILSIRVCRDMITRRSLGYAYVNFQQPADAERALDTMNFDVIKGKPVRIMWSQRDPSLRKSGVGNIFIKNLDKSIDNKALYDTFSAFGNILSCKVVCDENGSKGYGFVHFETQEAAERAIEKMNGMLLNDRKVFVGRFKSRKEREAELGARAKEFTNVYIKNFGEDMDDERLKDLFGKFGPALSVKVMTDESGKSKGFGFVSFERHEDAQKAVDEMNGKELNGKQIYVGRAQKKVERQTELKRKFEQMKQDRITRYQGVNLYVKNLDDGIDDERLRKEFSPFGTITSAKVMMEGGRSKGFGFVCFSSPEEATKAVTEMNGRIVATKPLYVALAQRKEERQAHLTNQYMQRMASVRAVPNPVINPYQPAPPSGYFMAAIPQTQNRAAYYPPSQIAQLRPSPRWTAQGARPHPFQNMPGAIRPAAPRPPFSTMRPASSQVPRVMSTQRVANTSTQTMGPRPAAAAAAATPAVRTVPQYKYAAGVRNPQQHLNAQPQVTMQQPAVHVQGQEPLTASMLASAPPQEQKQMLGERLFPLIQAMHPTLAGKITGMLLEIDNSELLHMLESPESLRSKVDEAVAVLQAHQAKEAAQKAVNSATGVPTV
MT1-MMP act inh: inhibitors of human MT1-MMP activation | P50281 | 360,000 tested, 0.061% active | GFP/RFP ratio change, % at 20 µM | AID 651647 | HT1080 RFP-PRO-GFP cells, GFP/RFP ratio fluorescence, overnight; percent of plate control window, DMSO zero;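 active means GFP/RFP ratio change of at least 30% with cell ATP level not reduced by more than half and red fluorescence within 50% of control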; further: strong numbers were not always called active
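system = RFP-PRO-GFP reporter HT1080 cells | dosing = 20 µM single dose, 1% DMSO | timing = overnight cell settling, then overnight compound exposure, 37 °C, 5% CO2 | read-out basis = GFP/RFP fluorescence ratio | controls = DMSO and RFP-L50D-GFP cell wells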
* marks the source's active call; other numbers are inactive results; i = inactive; . = not tested or not shown.

Sample of the layout (16 entries):
SMILES	Rin1-Abl PPI inh	CSN deneddyl inh	MsrA inh	E coli Lon inh	MsrA act	Rpn11 block	FAS-TE inh	PABP1 MLLE inh	MT1-MMP act inh
CC(C)Nc1nc(NC(C)C)nc(OCCOC(=O)Nc2ccccc2)n1	-1	-2	1.1	-4	0	i	-4	2	-5
O=C(CS(=O)(=O)c1c[nH]c2ccccc12)N1CCc2ccccc21	0	-1	-0.5	0	-2	i	-3	4	-1
CCC(C(=O)Nc1ccc2c(c1)OCCO2)c1ccccc1 (stereo not given)	-1	1	0.4	-4	-2	i	-1	12	-1
CC(NC(=O)c1ccc(S(=O)(=O)Nc2ccccc2)cc1)c1ccc(S(N)(=O)=O)cc1 (stereo not given)	6	-3	-1.8	-12	1	i	-4	5	-1
COc1ccc(C(=O)Nc2cc(S(=O)(=O)N3CCCCC3)ccc2C)cc1	-3	-5	1.2	23	-5	i	2	-9	3
O=C(NCC(c1ccco1)N1CCN(c2ccccc2)CC1)C(=O)NC1CCCCC1 (stereo not given)	3	2	1.3	-6	-1	i	5	1	2
Nc1ccc2oc(-c3ccccc3Cl)cc(=O)c2c1O	-3	-5	-0.7	0	-1	i	5	12	9
CCCn1c(SCC(=O)NC2CCCCC2)nnc1-c1ccco1	-4	-8	0.6	-2	0	i	-3	15	1
CC1CCN(C(=O)CSc2nc3[nH]ncc3c(=O)[nH]2)CC1	-1	-3	0.6	5	-3	i	-4	0	1
O=C(N/N=C/c1c[nH]c2ccccc12)c1cc(-c2cccc3ccccc23)n[nH]1	2	7	2.1	-7	-3	i	18	9	-5
CC1CN(C(=O)c2ccc(S(=O)(=O)Nc3cccc(C(F)(F)F)c3)cc2)CC(C)O1 (stereo not given)	1	3	0.2	-3	0	i	-7	-14	2
Cn1cccc1/C=N/NC(=O)Cc1cccc2ccccc12	1	1	2.5	-4	-2	i	-1	-3	-2
CCOC(=O)c1c(C)[nH]c(C)c1S(=O)(=O)N(C)CC(=O)Nc1cccc(C)n1	1	3	-0.2	0	-4	i	-2	-17	0
Cc1ccc(N(C(=O)CC2NC(=O)NC2=O)C2(C(=O)NC3CCCC3)CCCCC2)cc1 (stereo not given)	0	4	-0.7	-4	-6	i	-8	10	6
CC1(C)CC(n2c(NCCO)nc3c(c2=O)C2(CCCC2)Cc2ccccc2-3)CCO1 (stereo not given)	0	-2	0.0	1	-7	i	12	2	-1
O=C(CSc1nc(O)c(C2CCCCC2)c(=O)[nH]1)Nc1ccc(F)cc1	4	-1	-2.5	-2	0	i	-2	16	4

Results, from the start:
SMILES	Rin1-Abl PPI inh	CSN deneddyl inh	MsrA inh	E coli Lon inh	MsrA act	Rpn11 block	FAS-TE inh	PABP1 MLLE inh	MT1-MMP act inh
CC(C)Nc1nc(NC(C)C)nc(OCCOC(=O)Nc2ccccc2)n1	-1	-2	1.1	-4	0	i	-4	2	-5
O=C(CS(=O)(=O)c1c[nH]c2ccccc12)N1CCc2ccccc21	0	-1	-0.5	0	-2	i	-3	4	-1
CCC(C(=O)Nc1ccc2c(c1)OCCO2)c1ccccc1 (stereo not given)	-1	1	0.4	-4	-2	i	-1	12	-1
CC(NC(=O)c1ccc(S(=O)(=O)Nc2ccccc2)cc1)c1ccc(S(N)(=O)=O)cc1 (stereo not given)	6	-3	-1.8	-12	1	i	-4	5	-1
COc1ccc(C(=O)Nc2cc(S(=O)(=O)N3CCCCC3)ccc2C)cc1	-3	-5	1.2	23	-5	i	2	-9	3
O=C(NCC(c1ccco1)N1CCN(c2ccccc2)CC1)C(=O)NC1CCCCC1 (stereo not given)	3	2	1.3	-6	-1	i	5	1	2
Nc1ccc2oc(-c3ccccc3Cl)cc(=O)c2c1O	-3	-5	-0.7	0	-1	i	5	12	9
CCCn1c(SCC(=O)NC2CCCCC2)nnc1-c1ccco1	-4	-8	0.6	-2	0	i	-3	15	1
CC1CCN(C(=O)CSc2nc3[nH]ncc3c(=O)[nH]2)CC1	-1	-3	0.6	5	-3	i	-4	0	1
O=C(N/N=C/c1c[nH]c2ccccc12)c1cc(-c2cccc3ccccc23)n[nH]1	2	7	2.1	-7	-3	i	18	9	-5
CC1CN(C(=O)c2ccc(S(=O)(=O)Nc3cccc(C(F)(F)F)c3)cc2)CC(C)O1 (stereo not given)	1	3	0.2	-3	0	i	-7	-14	2
Cn1cccc1/C=N/NC(=O)Cc1cccc2ccccc12	1	1	2.5	-4	-2	i	-1	-3	-2
CCOC(=O)c1c(C)[nH]c(C)c1S(=O)(=O)N(C)CC(=O)Nc1cccc(C)n1	1	3	-0.2	0	-4	i	-2	-17	0
Cc1ccc(N(C(=O)CC2NC(=O)NC2=O)C2(C(=O)NC3CCCC3)CCCCC2)cc1 (stereo not given)	0	4	-0.7	-4	-6	i	-8	10	6
CC1(C)CC(n2c(NCCO)nc3c(c2=O)C2(CCCC2)Cc2ccccc2-3)CCO1 (stereo not given)	0	-2	0.0	1	-7	i	12	2	-1
O=C(CSc1nc(O)c(C2CCCCC2)c(=O)[nH]1)Nc1ccc(F)cc1	4	-1	-2.5	-2	0	i	-2	16	4
Cn1c(Br)nc2c1c(=O)n(CC(O)COc1ccccc1)c(=O)n2C (stereo not given)	-4	0	-0.9	5	-3	i	0	9	-1
O=C(N/N=C/c1ccc(OC(=O)c2ccccc2Cl)cc1)c1ccccn1	0	-14	.	-1	-5	i	-7	-12	-1
Cc1ccccc1Oc1ccc(S(=O)(=O)NCCC(=O)O)cc1	-2	0	0.8	4	-9	i	25	0	-18
CC(=O)N1CCN(CC(O)COc2ccc(OCc3ccccc3)cc2)CC1 (stereo not given)	-2	3	1.7	-5	-2	i	-1	1	1
CSc1ccccc1C(=O)C1CCCN(S(=O)(=O)c2c(C)noc2C)C1 (stereo not given)	-2	-3	1.7	4	-1	i	18	2	-3
Cc1ccc(CNC(=O)C2CCCN(c3nn4c(=O)cc(C)nc4s3)C2)cc1 (stereo not given)	1	-1	0.2	0	-2	i	0	-1	1
O=C(COc1ccc(F)cc1F)NNC(=O)Nc1cccc([N+](=O)[O-])c1	2	3	-0.9	-10	-3	i	21	-11	-4
O=C(COC(=O)c1cccnc1)Nc1ccc(F)cc1	5.7*	-3	-1.4	-2	-3	i	-5	0	1
O=C(CCCn1c(=S)[nH]c2cc3c(cc2c1=O)OCO3)NCc1cccc(Cl)c1	1	4	0.8	-2	-3	i	-2	-60	1
SMILES	Rin1-Abl PPI inh	CSN deneddyl inh	MsrA inh	E coli Lon inh	MsrA act	Rpn11 block	FAS-TE inh	PABP1 MLLE inh	MT1-MMP act inh
COCCC(=O)N1CCC(Oc2ccc(C(=O)NCc3ncc(C)[nH]3)cc2)CC1	2	0	0.3	-3	-7	i	-4	-6	0
CN(C)S(=O)(=O)c1cccc(C(=O)Nc2cc(S(=O)(=O)N3CCOCC3)ccc2O)c1	0	-1	2.6	1	-2	i	-8	7	0
COC(=O)c1ccc(-c2nc(O)c3cnccn23)cc1	-8	6	0.8	-1	-5	i	-4	-18	-1
COc1cc(NC(=O)c2cccnc2SC)cc(OC)c1OC	3	7	0.8	-6	-2	i	-3	-5	6
Nc1ncnc2nc(Sc3ccc(Cl)cc3)[nH]c12	1	-7	-1.3	1	-2	i	-8	-9	4
COC(C(=O)Nc1ccc(F)cc1F)c1ccccc1 (stereo not given)	-2	3	1.0	-7	-6	i	-13	-14	11
COc1ccc(C2=NN3C(=O)c4c(ccc(OC)c4OC)C3C2)cc1 (stereo not given)	0	-2	3.8	-6	-2	i	-8	11	-1
O=C(CN1C(=O)NC2(CCCC2)C1=O)Nc1ccc(F)c(F)c1F	2	6	-0.8	-10	2	i	-3	2	2
COC(=O)CCC(=O)OC1(C)C(=O)C2=CN(CCc3c[nH]c4ccccc34)C(c3ccc(OC)cc3)=CC2=C(Br)C1=O (stereo not given)	-1	6	.	-39	-4	i	-4	-24	-1
O=S1(=O)CC(N2CCC(Cc3ccccc3)CC2)CN1CCc1ccccc1 (stereo not given)	-1	4	0.7	1	0	i	20	6	0
Cc1ccc(Cl)cc1NC(=O)COC(=O)CSc1ccccc1	6	2	-0.7	-2	-2	i	-4	8	4
CC(=O)OC(C(=O)NCc1ccc2c(c1)OCO2)c1ccccc1Cl (stereo not given)	-1	-1	-0.8	-11	-4	i	1	-1	6
O=C(CCC1CC(=O)Nc2ccccc21)NCc1ccc(F)cc1 (stereo not given)	1	1	-0.9	-4	-2	i	-5	1	-4
O=S(=O)(c1ccc(-c2nnco2)cc1)N1CCCCC1	1	-4	-0.1	3	-2	i	-8	-5	0
CCCSC1=C(C#N)C(c2cc(OC)ccc2OC)CC(=O)N1 (stereo not given)	-1	-1	-0.3	-4	0	i	-1	0	6
COc1ccc(C)cc1NC(=O)C1CC(=O)N(CCc2ccccc2)C1 (stereo not given)	-2	-3	-1.0	-5	-2	i	-4	-5	0
CS(=O)(=O)Nc1ccccc1C(=O)OCC(=O)N1CCC(c2ccccc2)=N1	2	8	0.1	-14	-2	i	21	-9	-1
COCCN(C(=O)c1ccc2c(c1)S(=O)(=O)N=C1CCCCCN12)c1c(N)n(CC(C)C)c(=O)[nH]c1=O	-2	3	-0.4	3	-3	i	-5	4	-2
NS(=O)(=O)c1ccc(CCNC(=O)c2ccccc2F)cc1	1	3	-0.7	7	-9	i	-8	-24	1
CCC/C(O)=C1\C(=O)CC(C)(C)CC1=NCCO	0	3	-0.1	-12	-1	i	-8	12	1
CN(C)c1ccc(N/C=C/C(=O)c2ccccc2)cc1	3	11	1.0	0	-4	.	-7	75	-6
Cc1ccsc1C(=O)N1CCN(C(=O)c2ccco2)CC1	1	-4	-0.2	-1	-4	i	-6	6	-1
COc1cc(/C=N/NC(=O)c2ccc(-n3cccc3)cc2)ccc1O	1	-15	5.9*	-5	-5	i	-10	7	10
Cc1ccc(NC(=O)c2nc3nccc(C)n3n2)cc1S(=O)(=O)N1CCCCC1	2	-1	0.7	-4	-4	i	-3	-8	3
COC(=O)C1(C(C[N+](=O)[O-])c2ccc(C)cc2)C(=O)NCC1c1ccco1 (stereo not given)	-1	-5	0.8	-3	-1	i	0	-3	-3
COc1ccc(Cl)cc1NC(=O)C[n+]1cccc(C)c1	-1	0	0.3	-6	-3	i	-4	-1	-2
O=[N+]([O-])c1ccn(-c2nc(-c3ccccc3)cc(C(F)(F)F)n2)n1	-2	1	2.0	1	-2	i	7	14	1
